High-throughput results as filed in PubChem BioAssay.
SNCA expr inh: SNCA gene expression inhibition. HEK-293 SNCA-luciferase knock-in, luminescence, 24 h. Potency, µM (titrated, usually from 57.2 µM), without a hit: at the top dose activity change, negative = inhibition, hits mostly inhibitors. actives 0.17% (n = 140,000). AID 1671194;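 also: potency is read from the fitted curve at half-maximal effect; plate controls were DMSO cells for no effect and cell-free wells for full effect; nearly all actives have a fitted effect of over 45% in size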
Luciferase inh: blocks purified firefly luciferase enzyme activity. actives 2.5% (n = 76,000). P08659. Potency, µM (top dose mostly 115 µM), for the others: at the highest dose activity change, negative = inhibition, actives largely listed as inhibitors. purified P. pyralis luciferase, luminescence, biochemical; also: potency is read from the fitted curve at half-maximal effect; nearly all actives have a fitted effect of over 65% in size
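Luminescence read by CCD imager after adding enzyme (10nM final) to wells holding compound, titrated in qHTS. Substrates 10uM each D-luciferin and ATP; buffer 50mM Tris acetate pH 7.5, 10mM Mg acetate, Tween-20, BSA.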
HEK293 tox: kills HEK 293 cells. actives 6.6% (n = 94,000). Potency, µM (highest dose often 115 µM), inactives show top-dose activity change, negative = cytotoxicity, actives largely listed as inhibitors. AID 1345083. HEK 293 viability, ATP luminescence (CellTiter-Glo), 48-72 h; also: potency is read from the fitted curve at half-maximal effect; nearly all actives have a fitted effect of over 60% in size
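HEK 293 cells at 250 cells/well were exposed to compounds by pintool transfer for 48 or 72 hr at 37 degree Celsius, 5% CO2. Viability was read as ATP-coupled luminescence with CellTiter-Glo after 10 min at room temperature.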
NIH3T3 tox: NIH 3T3 cell cytotoxicity. NIH 3T3 viability, CellTiter-Glo ATP luminescence, 48-72 h. actives 4.3% (n = 94,000). Potency, µM (highest dose often 96.7 µM), inactives show at the highest dose activity change, negative = cytotoxicity, usual class: inhibitors; also: potency is read from the fitted curve at half-maximal effect; nearly all actives have a fitted effect of over 55% in size
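Luminescent ATP readout (CellTiter-Glo, 10 min RT) after 48 or 72 hr compound exposure of NIH 3T3 cells seeded at 400 cells/well in 1536-well format; quantitative HTS.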
HEK293 viab: reduces viability of HEK-293 SNCA reporter cells. HEK-293-SNCA-luc viability, GF-AFC fluorescence, 24 h. Potency, µM (series often up to 57.1 µM), without a hit: top-dose activity change, negative = cytotoxicity, actives largely listed as cytotoxic. actives 0.12% (n = 150,000). AID 1671193;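 also: potency is read from the fitted curve at half-maximal effect; 0% = DMSO-treated cells and -100% = medium-only wells without cells; nearly all actives have a fitted effect of over 30% in size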
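Cytotoxicity counterscreen: after 24 h compound treatment of genome-edited SNCA-luciferase HEK-293 cells, live-cell protease substrate GF-AFC read by fluorescence after 30 min; activity scaled between DMSO (0%) and medium-only (-100%), curves Hill-fitted.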
IP6K1 inhibitor: blocks human inositol hexakisphosphate kinase 1; Q92551; IP6K1 kinase, ADP-Glo luminescence, 2 h; active compounds read low; activity change, % (series mostly up to about 58 µM); actives 0.81% (n = 140,000); AID 1645851; in the data active = activity change below about -25%
Target sequence (Q92551 whole entry, looked up): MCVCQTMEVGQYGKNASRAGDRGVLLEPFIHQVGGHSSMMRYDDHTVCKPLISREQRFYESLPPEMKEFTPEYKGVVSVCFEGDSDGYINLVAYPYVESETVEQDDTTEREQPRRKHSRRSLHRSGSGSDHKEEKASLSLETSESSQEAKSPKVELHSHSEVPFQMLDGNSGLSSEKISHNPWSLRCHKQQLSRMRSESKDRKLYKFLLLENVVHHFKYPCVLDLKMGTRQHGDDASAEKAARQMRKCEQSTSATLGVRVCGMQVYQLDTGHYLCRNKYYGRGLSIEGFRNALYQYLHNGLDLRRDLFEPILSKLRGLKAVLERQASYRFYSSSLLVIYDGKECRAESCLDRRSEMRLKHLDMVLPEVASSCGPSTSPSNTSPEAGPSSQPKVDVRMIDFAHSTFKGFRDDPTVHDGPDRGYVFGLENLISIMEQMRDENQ
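ADP-Glo luminescence measures ADP made by human IP6K1 during a 2 h RT reaction with ATP/IP6 (mix at 1.3 mM/130 uM); top library doses 57.5 and 19.1 uM final.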
GPT2 inh: GPT2 alanine aminotransferase inhibition. Recombinant GPT2, coupled pyruvate oxidase/HRP Amplex Red fluorescence. Potency, µM (doses to about 57.7 µM), for inactives: top-dose activity change, negative = inhibition, usual class: inhibitors. actives 0.25% (n = 100,000). AID 1671188; also: potency is read from the fitted curve at half-maximal effect; nearly all actives have a fitted effect of over 60% in size; many of its hits are not listed in these tables
Target sequence (Q8TD30 whole entry, looked up): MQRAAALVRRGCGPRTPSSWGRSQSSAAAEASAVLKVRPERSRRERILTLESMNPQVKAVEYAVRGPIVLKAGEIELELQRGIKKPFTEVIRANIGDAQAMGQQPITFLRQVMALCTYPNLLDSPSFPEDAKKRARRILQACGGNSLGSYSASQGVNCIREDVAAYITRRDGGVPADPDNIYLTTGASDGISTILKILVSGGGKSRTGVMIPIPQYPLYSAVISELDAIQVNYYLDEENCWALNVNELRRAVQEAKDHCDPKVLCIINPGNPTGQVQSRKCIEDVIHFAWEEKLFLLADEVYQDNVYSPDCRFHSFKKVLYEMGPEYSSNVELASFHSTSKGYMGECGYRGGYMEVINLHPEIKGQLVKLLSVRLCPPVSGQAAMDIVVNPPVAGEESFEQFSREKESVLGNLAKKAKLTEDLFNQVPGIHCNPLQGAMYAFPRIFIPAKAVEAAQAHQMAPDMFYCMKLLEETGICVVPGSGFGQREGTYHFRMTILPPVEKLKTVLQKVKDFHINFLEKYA
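GPT2 10ng/uL, a-KG 250uM, L-Ala 2mM, HEPES pH7.5 + 0.0001% Tween; 30 min RT. Then Amplex mix (PO/HRP/ThPP), 30 min RT dark, fluorescence. AOA 50uM used as positive control.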
Numbers without * were called inactive; i = inactive; ? = inconclusive; · = no result given; [ ] = remark or other dose. Unless noted, calls follow the shape of the dose curve; as a rule, active = well fitted curve in the direction sought with a large enough effect; inconclusive = small, poorly fitted or top-dose-only effect, or another doubt; inactive = no such curve, though single readings can be large; an effect the other way counts as inactive or inconclusive. Unless noted, % is scaled to controls: 0 for no effect and ±100 for the full control effect. Compounds as they come; about 7.8% have a hit in one of these screens.

Start of the data: the first 6 entries (preview)
SMILES | SNCA expr inh | Luciferase inh | HEK293 tox | NIH3T3 tox | HEK293 viab | IP6K1 inhibitor | GPT2 inh
O=C(C1CC1)N1CC[C@@H](Cc2n[nH]c(=O)n2-c2ccc(-c3ccc4occc4c3)cc2)C1 | 0% | · | · | · | 1% | -12 | -2%
O=C(Nc1ccc2nc(SCC(=O)N3CCCc4ccccc43)sc2c1)c1cccc(F)c1 | -30% | · | · | · | -19% | -2 | ·
CCc1cccc(C)c1NC(=O)Cn1nc(C)c2nn(-c3ccc(Cl)cc3)c(C)c2c1=O | 23% | · | · | · | ? | 38 | ·
CCc1ccc(-c2nn(CC(=O)Nc3ccccc3)c3c2cnc2ccc(F)cc23)cc1 | 187%[activator] | · | · | · | -4% | 5 | ·
CCn1c(C2CCCN(S(=O)(=O)c3cccc4nonc34)C2)nn(C)c1=O (centres undefined) | 2% | 13% | i | -23% | 2% | 10 | -5%[11.5 µM]
CN(Cc1cccc2cnccc12)C(=O)c1cc(COc2ccccc2F)[nH]n1 | -3% | 9% | ? | ? | 3% | 4 | -2%

Results (from the top)
SMILES | SNCA expr inh | Luciferase inh | HEK293 tox | NIH3T3 tox | HEK293 viab | IP6K1 inhibitor | GPT2 inh
O=C(C1CC1)N1CC[C@@H](Cc2n[nH]c(=O)n2-c2ccc(-c3ccc4occc4c3)cc2)C1 | 0% | · | · | · | 1% | -12 | -2%
O=C(Nc1ccc2nc(SCC(=O)N3CCCc4ccccc43)sc2c1)c1cccc(F)c1 | -30% | · | · | · | -19% | -2 | ·
CCc1cccc(C)c1NC(=O)Cn1nc(C)c2nn(-c3ccc(Cl)cc3)c(C)c2c1=O | 23% | · | · | · | ? | 38 | ·
CCc1ccc(-c2nn(CC(=O)Nc3ccccc3)c3c2cnc2ccc(F)cc23)cc1 | 187%[activator] | · | · | · | -4% | 5 | ·
CCn1c(C2CCCN(S(=O)(=O)c3cccc4nonc34)C2)nn(C)c1=O (centres undefined) | 2% | 13% | i | -23% | 2% | 10 | -5%[11.5 µM]
CN(Cc1cccc2cnccc12)C(=O)c1cc(COc2ccccc2F)[nH]n1 | -3% | 9% | ? | ? | 3% | 4 | -2%
Cc1cc(C)cc(NC(=O)C2CCCN(S(=O)(=O)c3cccc4nsnc34)C2)c1 (centres undefined) | -23% | · | · | · | 2% | 19 | ·
O=C(Nc1ccc(F)cc1F)c1cnc(-c2ccc(F)cc2)nc1-c1ccncc1 | -22% | 6% | -22% | -15% | -16% | 0 | i
CCO[C@H]1CN(C(=O)C2CCN(C(=O)c3ccccc3Cl)CC2)C[C@@H]1O | 15% | 4% | -23% | -13% | -1% | -19 | 1%[11.5 µM]
CC(=O)OCC1OC(O[C@H]2CC[C@]34C[C@]35CC(O)[C@]3(C)[C@@H]([C@H](C)CC/C=C(\C)C(=O)O)C(O)C[C@@]3(C)C5CC[C@H]4C2(C)C)C(O)C(O)C1OC1OCC(O)C(O)C1O (some centres undefined) | · | · | · | · | -7%[12.5 µM] | -7 | i
O=C(C1CCCC1)N1CCC2(CC1)CC(N1CCCCC1)CCO2 (centres undefined) | -4% | · | -12% | -28% | 2% | 16 | -11%
Cc1c(Cn2cc(-c3cncnc3)nn2)oc2ccccc12 | -8% | 11% | 3% | 2% | -16% | 6 | 1%
Cc1ccc(N2CCN(Cc3nnc(-c4ccccc4F)o3)CC2)c(C)c1 | 41%[activator] | · | · | · | ? | 9 | ·
Cc1cccc(N(C)c2nc3ccc(C)cc3n3cnnc23)c1 | 92%[activator] | · | · | · | -11% | 2 | ·
COCCN1CCC(CN(Cc2ccncc2)C(=O)c2cnco2)CC1 | 1% | 1% | -7% | i | -2% | 10 | i
C#C[C@]1(O)CC[C@H]2[C@H]3CCc4cc(OC)ccc4[C@H]3CC[C@@]21C | 4% | · | · | · | -8% | · | i
O=C1N[C@H](CC(=O)N2CCC(c3noc4cc(F)ccc34)CC2)C(=O)Nc2ccccc21 | -26% | 10% | ? | ? | -5% | 9 | i
CC(=O)Nc1ccc([C@H]2OCC(=O)N(CCN)[C@@H]2CO)cc1 | -9%[87.6 µM] | 0%[172 µM] | 5%[172 µM] | -5%[174 µM] | 7%[87.6 µM] | 14 | -15%[88.5 µM]
COc1ccc(OC2CCN(S(=O)(=O)c3cccc(F)c3)CC2)cc1 | -14% | · | · | · | 1% | 32 | ·
Cc1ccc(C(=O)N2CCC3(CC2)SCC(=O)N3c2ccc(Cl)cc2)cc1[N+](=O)[O-] | -14% | -17% | -22% | ? | 5% | -6 | -5%
C=CCOc1c(OC)ccc2c1CN(Cc1ccccc1)C(=O)CCN2CC(O)COc1ccc(OC)cc1 (centres undefined) | · | · | ? | 40µM* | · | -13 | ·
COCCNC(=O)C[C@@H]1C[C@H]2O[C@H](CNC3CCN(C(C)=O)CC3)[C@@H](O)[C@H]2O1 | -9%[87.6 µM] | -3%[172 µM] | i | i | 2%[87.6 µM] | 5 | i
O=C1CN(C(=O)c2cncs2)CC(OCc2cccc(F)c2)CN1CCc1ccccc1 (centres undefined) | -7% | -3% | -21% | -8% | -7% | 2 | 0%
CC(C)(C)N1CC(C(=O)NCCCc2ccccc2F)CC1=O (centres undefined) | 24% | -4% | ? | ? | -2% | 17 | -9%
Cc1ccc(Cn2c(C3CCN(C(=O)c4ccccc4Cl)CC3)n[nH]c2=O)cc1 | -1% | 0% | -10% | -14% | 1% | 1 | i
CCN1C(=O)C2CC3(CCN(C(=O)CCOC)CC3)CN2C1=O (centres undefined) | -12% | · | -5% | i | 7% | 20 | 0%
CC(=O)N1CCC(c2nnc3n2C(C(=O)N2CCN(C)CC2)CC3)CC1 (centres undefined) | -4% | · | -11% | -17% | -9%[12.5 µM] | 12 | 0%
CC(=O)C1=C(c2cccc([N+](=O)[O-])c2)N(C(C)=O)n2c(nnc2-c2ccc(C)cc2)S1 | -1% | · | · | · | 9% | 10 | ·
Cc1ccc(-n2c(C3CCN(C(=O)c4ccc(F)cc4)CC3)n[nH]c2=O)cc1 | ? | -5% | -2% | ? | -7% | -20 | i
O=C(Nc1cccc(Cl)c1)C1CCCN(Cc2cccc(-c3ccc(F)cc3F)c2)C1 (centres undefined) | ? | · | ? | ? | 2% | -3 | -2%
CC(=O)N1CC2(CCN(Cc3cccc(C(N)=O)c3)C2)Cc2ccccc21 (centres undefined) | 2% | · | -23% | -16% | -1% | -15 | i
O=C(COc1ccc(Cl)cc1)Nc1cccc(-c2nnc3n2CCCC3)c1 | -2% | ? | ? | -22% | 7% | 9 | i
COCCc1noc(-c2ccccc2OC2CN(C(=O)CC(C)C)C2)n1 | 13% | -8% | 1% | -24% | 3% | -5 | i
COc1ccccc1NC(=O)N1CCC(N2CC3CC(C2)[C@H]2CCCC(=O)N2C3)CC1 (some centres undefined) | ? | 6% | -10% | -7% | -3% | 0 | 2%
Cc1ncccc1C(=O)N1CCC(Oc2ccc(-c3noc(-c4ccccc4)n3)cc2)C1 (centres undefined) | 17% | 7.1µM* | ? | ? | -27% | 9 | i
COCc1nncn1C1CCN(S(=O)(=O)c2ccc(C)c(Cl)c2)CC1 | -3% | -5% | -9% | -10% | 24% | -1 | -1%
Cc1ccccc1C(=O)N[C@@H]1CN(C)C[C@H]1CN(C)C | -27% | 1% | ? | -10% | -9% | 8 | 1%
COC(=O)c1ccc(NC(=O)Cn2c(=O)oc3ccccc32)cc1 | 7% | · | · | · | -4% | -5 | ·
CCc1nn(CCCC(=O)NCc2ccc(OC(C)C)cc2)c(=O)c2cc3occc3n12 | -3% | · | · | · | 6% | -5 | ·
Cc1cccc2[nH]c(CCNC(=O)C3[C@H]4CN(C5CCCC5)C[C@@H]34)nc12 (some centres undefined) | -9% | -8% | -11% | -1% | 7% | 6 | -10%
CC1CCCN(c2ncnc3c2CN(c2ccccc2)C(=O)N(C)C3)C1 (centres undefined) | 8% | -1% | i | -7% | -16% | -7 | i
CN(C)CCN(C)C[C@@H]1CN(C(=O)c2ccc(=O)n(C)c2)C[C@@H]1CO | -14% | 1% | i | i | -10% | 1 | 3%
Cc1ccc(-n2c(=O)c3oc4ccccc4c3n(Cc3cccc(F)c3)c2=O)cc1C | 3% | · | · | · | 20% | 20 | ·
Cc1cnc(C2CN(Cc3cccc(C#N)c3)C2)n1Cc1ccccc1 | 1% | · | ? | ? | 2% | 17 | i
Cc1cc(C)c2c(n1)SCCN2C(=O)Nc1ccc(C(=O)Nc2cc(Cl)ccc2C)cc1 | 56%[activator] | · | · | · | 3% | 26 | ·
O=c1[nH]c(N2CCOCC2)nc2c1CCN(Cc1cc(F)ccc1F)CC2 | -8% | -5% | -22% | -29% | 7% | 0 | i
O=C(Nc1ccc(C(F)(F)F)cc1)C1(c2cccs2)CCOCC1 | -26% | · | · | · | 2% | -11 | ·
COc1ccc(NC(=O)N2CCC(CC(=O)NCc3ccccc3)C2)cc1OC (centres undefined) | -10% | -14% | 0% | -2% | 0%[12.5 µM] | -12 | i
Cc1cc(C)c(NC(=O)Cn2nnc(-c3nc(-c4ccccc4)no3)c2N)c(C)c1 | 15% | · | · | · | 7% | -4 | ·
COC(=O)N1CCn2c(nn(-c3ccncc3)c2=O)C1 | 28%[87.6 µM] | 0%[172 µM] | -14%[172 µM] | -1%[138 µM] | 10%[87.6 µM] | -5 | 0%[88.5 µM]
CCOc1ccc(-c2cccc3c2CCNC3)cc1C(N)=O | -28% | 10% | ? | -23% | -2% | -6 | 2%
CN1C(=O)C(Cc2c[nH]c3ccccc23)NC1=S (centres undefined) | 70%[activator] | · | · | · | 0%[23.9 µM] | -6 | -7%
COc1ccc2oc(=O)c(-c3cn4c(n3)sc3cc(F)ccc34)cc2c1 | ? | · | · | · | 3% | 26 | ·
O=C(CCC1CCCN(S(=O)(=O)c2ccc(F)cc2)C1)NCCCN1CCOCC1 (centres undefined) | -18% | · | -19% | -20% | 0% | 6 | 3%
O=C(Cc1cccs1)N1CCCCCC1c1nc(C2CC2)no1 (centres undefined) | -8% | -11% | 3% | -26% | 6% | 11 | -25%
O=C(C1CCOCC1)N1CCC(Oc2ccccc2)C1 (centres undefined) | 21% | -12% | -5% | -22% | 14% | 2 | i
CCCN1CCC(N2CCCC(Cc3ccccc3)(C(=O)OCC)C2)CC1 (centres undefined) | -6% | 5% | ? | ? | 2% | 0 | i
COc1ccc(S(=O)(=O)N2CCc3c(C(=O)N4CCCC4)cccc32)cc1 | -25% | -1% | ? | -24% | 2% | -1 | i
